TDP1 inh = inhibitors of human tyrosyl-DNA phosphodiesterase TDP1; Q9NUW8; recombinant TDP1, AlphaScreen DNA substrate cleavage; Potency, µM (doses to about 130 µM), for inactives: top-dose activity change, negative = inhibition, usual class: inhibitors; actives 0.28% (n = 350,000); note: nearly all actives have a fitted effect of over 40% in size
Target sequence (Q9NUW8 whole entry, looked up): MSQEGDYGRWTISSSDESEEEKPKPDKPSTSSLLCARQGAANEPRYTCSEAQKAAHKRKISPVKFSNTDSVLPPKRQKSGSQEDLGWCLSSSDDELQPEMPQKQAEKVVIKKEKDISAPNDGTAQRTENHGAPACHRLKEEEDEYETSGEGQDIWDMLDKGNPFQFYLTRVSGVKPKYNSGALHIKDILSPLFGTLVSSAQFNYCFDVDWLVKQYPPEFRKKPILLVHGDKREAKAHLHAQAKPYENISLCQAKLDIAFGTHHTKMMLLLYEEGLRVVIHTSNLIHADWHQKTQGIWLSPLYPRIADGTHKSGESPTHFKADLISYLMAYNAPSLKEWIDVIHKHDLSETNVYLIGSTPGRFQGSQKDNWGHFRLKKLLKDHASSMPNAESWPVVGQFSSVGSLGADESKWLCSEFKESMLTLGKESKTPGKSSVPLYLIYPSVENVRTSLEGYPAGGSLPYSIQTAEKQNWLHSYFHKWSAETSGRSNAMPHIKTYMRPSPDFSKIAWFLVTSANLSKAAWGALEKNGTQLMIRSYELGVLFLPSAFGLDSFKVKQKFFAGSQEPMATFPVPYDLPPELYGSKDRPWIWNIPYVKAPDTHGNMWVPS
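Steps: enzyme plus compound, 15 min RT; add biotin/phosphotyrosine-FITC oligonucleotide (15 nM final), react 5 min; add donor/acceptor beads (10 ug/ml final), 10 min; read AlphaScreen. Tdp1 at 1 nM final.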
GCN5L2 inh = inhibitors of human GCN5L2 histone acetyltransferase. Q92830. Potency, µM (top dose mostly 58.9 µM), for the others: at the highest dose activity change, negative = inhibition, actives largely listed as inhibitors. GCN5L2 HAT assay, ThioGlo1 CoA-SH fluorescence. actives 0.21% (n = 390,000). AID 504327
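GCN5L2 (20 nM) in 50mM HEPES pH 7.5, 0.1mM EDTA, 0.01% Tween-20 preincubated 15 min with compounds at room temperature. Reaction started with H3(1-25) 75uM, acetyl-CoA 70uM, ThioGlo1 50uM; CoA-thiol fluorescence (Ex340/Em540) read at 0 and 20 min.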
TDP1 cell noCPT = qHTS for Inhibitors of human tyrosyl-DNA phosphodiesterase 1 (TDP1): qHTS in cells in absence of CPT; DT40 Tdp1-/- hTDP1 cells, no CPT, ATP luminescence, 48 h; actives 15% (n = 420,000); Potency, µM (titrated, usually from 46.2 µM), for inactives: top-dose activity change, negative = growth inhibition, most hits filed as inhibitors; note: nearly all actives have a fitted effect of over 55% in size
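Cells were dispensed at 400 per well, compounds added by pin tool, plates incubated ≥48 hr at 37 °C, then CellTiter-Glo added for 30 min at room temperature before luminescence reading. Line: DT40 Tdp1-/- complemented with hTDP1; camptothecin omitted.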
Active calls of the source: *; ? = inconclusive; nt = not tested or not shown; [ ] = dose if it differs, or a comment. Calls come from the whole dose curve; as a rule, active = well fitted curve in the direction sought with a large enough effect; inconclusive = small, poorly fitted or top-dose-only effect, or another doubt; inactive = no such curve, though single readings can be large; an effect the other way counts as inactive or inconclusive. % is set by controls: 0 for no effect and ±100 for the full control effect; potency is the fitted concentration of half-maximal effect. Not all compounds are listed, so the mix of outcomes need not match the whole.

1. CC[N+]12CCC(CC1)C(C(O)(c1ccccc1)c1ccccc1)C2 (stereo not given)
2. O=c1c2ccccc2nc(-c2ccc(Cl)cc2Cl)n1-c1nccs1
3. COc1ccc(OCC(=O)N2CCN(Cc3cccc(OC)c3OC)CC2)cc1
4. CCC1(c2ccc(-c3ccccc3)cc2)C(=O)NC(=O)NC1=O
5. COc1ccc(OCC(=O)N2CCN(CCc3ccccn3)CC2)cc1
6. COc1ccc(CN2C(=O)NC(=O)/C(=C/c3ccc([N+](=O)[O-])s3)C2=O)cc1
7. OCC1(CO)COC(c2cccnc2)N1 (stereo not given)
8. CN1C2CC(=O)CC1C(O)C2 (stereo not given)
9. O=c1[nH]c(O)c(N=Nc2ccc(SC(F)F)cc2)c(=O)[nH]1
10. Cc1cccc(-n2c(O)c(C=Nc3ccc(Br)cn3)c(=O)[nH]c2=O)c1
Compound	1	2	3	4	5	6	7	8	9	10
TDP1 inh	1%	-3%	nt	nt	-3%	5%	-1%	7%	0%	0%
GCN5L2 inh	-4%	-2%	-1%	-3%	-13%	?	-3%	-13%	-2%	-7%
TDP1 cell noCPT	-8%	13µM*	?	-4%	-15%	4.6µM*	-2%	nt	21%	16µM*

11. CCCC1(CCC)C(=O)NC(=NCc2ccccc2)NC1=O
12. Cc1cccc(-n2nc(C)c3c2NC(=O)CSC3c2ccccc2Cl)c1 (stereo not given)
13. O=C(CNC(=O)c1ccc(Cl)cc1)Nc1ccc(Br)cc1C(=O)c1ccccc1
14. CC(=O)Nc1ccc(OCCF)cc1
15. Cc1cc(N2CCOCC2)ccc1/C=C1\C(=O)NC(=O)N(c2ccccc2)C1=O
16. N#Cc1ccc(NC(=O)CCNC(=O)c2ccco2)cc1Cl
17. CCOP(=S)(OCC)Oc1cc(C)oc(=O)c1Cl
18. CNC(=S)S
19. CCc1ccc(N2C(=O)NC(=O)/C(=C\c3cc(C)n(-c4cc(C(=O)O)cc(C(=O)O)c4)c3C)C2=O)cc1
20. O=C1C2CCCN2C(c2cccnc2)N1c1cccc(Cl)c1 (stereo not given)
Compound	11	12	13	14	15	16	17	18	19	20
TDP1 inh	3%	6%	7%	1%	nt	11%	-3%	13%	nt	4%
GCN5L2 inh	-6%	-3%	-12%	0%	-7%	-1%	?	4%	?	-4%
TDP1 cell noCPT	13µM*	21µM*	?	1%	?	-10%	?	nt	-18%	?

21. COc1cccc(/C=C2\N=C(c3cncc(Br)c3)OC2=O)c1
22. C[C@H](NC(C)(C)C)C(=O)c1cccc(Cl)c1
23. COc1cc(C)cc2oc(=O)c(CC(=O)N3C[C@H]4C[C@@H](C3)c3cccc(=O)n3C4)c(C)c12
24. CCCOP(=O)(OCCC)C(Nc1ccc(C(C)C)cc1)c1ccc([N+](=O)[O-])cc1 (stereo not given)
25. O=C(C1CCC(=O)N1C1CCCC1)N1CCC2(CC1)OCCO2 (stereo not given)
26. CC(=O)c1cc(C(C)=O)c(C)[n+](C)c1C
27. COC(=O)C1=C(c2ccc(F)cc2OCc2ccccc2)C[C@@H]2CC[C@H]1N2C(=O)NC1CCCCC1
28. c1ccc(N2CC[C@@]3(CCCNC3)C2)nc1
29. CCOc1ccccc1NC(=O)c1sc2nc3c(cc2c1N)CN(Cc1ccccc1)CC3
30. CCOc1ccc(CN(CCc2ccc3c(c2)OCO3)Cc2ccc(OC)c(Br)c2)cc1
Compound	21	22	23	24	25	26	27	28	29	30
TDP1 inh	-4%	12%[21 µM]	nt	7%	1%	-3%	0%	nt	10%	nt
GCN5L2 inh	35%[activator]	-13%[21.4 µM]	-5%	-14%	-1%	2%	1%	7%	0%	-11%
TDP1 cell noCPT	23µM*	nt	10%	16µM*	-8%	-10%	?	?	23µM*	?

Next structures
Values in the order: TDP1 inh, GCN5L2 inh, TDP1 cell noCPT
31	Cc1cccc(C(=O)Nc2ccc(C(=O)OCc3cc(=O)n4nc(C5CC5)sc4n3)cc2)c1
→ 4%, 2%, ?
32	Oc1ccc(Cl)cc1CN1CCN(Cc2ccccc2)CC1
→ 2%, -5%, -28%
33	O=C(O)CCC1NCC2CC1CN1CCCCC21 (stereo not given)
→ 6%[56.1 µM], -14%, -2%
34	CC(C)C[C@H](NP(=O)(O)O[C@@H]1O[C@@H](C)[C@H](O)[C@@H](O)[C@H]1O)C(=O)N[C@@H](Cc1c[nH]c2ccccc12)C(=O)O
→ nt, 0%, -1%
35	COc1ccc2[nH]c3c(c2c1)CCN1C(=O)C(CC(=O)NCc2cccc(C(F)(F)F)c2)C[C@H](C(=O)N2CCCCC2)[C@@]31C (stereo not given in full)
→ 4%[56.1 µM], -4%, 8.2µM*
36	O=C1CN=C(c2ccccc2)c2cc(Cl)ccc2N1CC1CC1
→ nt, -17%, 24µM*
37	O=c1cc(C(F)(F)F)c2cc3c4c(c2o1)CCCN4CCC3
→ nt, -1%[0.501 µM], -50%
38	CN1CCC(O)(c2cccs2)C(C(=O)c2cccs2)C1 (stereo not given)
→ 1%, -7%, 3.7µM*
39	CC(C)Oc1cc(-n2c(=S)[nH]c3ccccc3c2=O)c(Cl)cc1Cl
→ 8%, -23%, 16µM*
40	CN1C(=O)C(=Cc2ccccc2OCc2ccc(C(=O)O)cc2)C(=O)N(C)C1=O
→ -1%, -2%, 0%
41	O=C(Cc1ccccc1)Oc1cccc(N2C(=O)CCC2=O)c1
→ -2%, 0%, -17%
42	COc1ccc(OCC(=O)N2CCN(Cc3c[nH]c4ccccc34)CC2)cc1
→ -2%, -2%, 3.7µM*
43	CN(C(=O)Oc1ccc(C(=O)c2ccc(Cl)cc2)cc1)c1ccccc1
→ -5%, -11%, 16µM*
44	N#CCn1c(CCl)nc2ccccc2c1=O
→ 3%, 3%, 2.6µM*
45	CCOc1cccc(=NC2CCCCC2)c2c(C)[nH]c(C)c12
→ 10%, -6%, 5.8µM*
46	CCC(=O)N1c2ccc(S(=O)(=O)CCC(=O)N3CCC4(CC3)OCCO4)cc2CC1C (stereo not given)
→ 5%, -8%, -12%
47	Cc1nn(-c2ccccc2)c(Cl)c1C1C(C#N)=C(N)Oc2c1c(=O)oc1ccccc21 (stereo not given)
→ 10%, -3%, -28%
48	c1cnc(N2CCCC3(CCNCC3)C2)nc1
→ nt, -7%, -24%
49	Cc1cc(/C=C2\C(=O)NC(=S)N(C)C2=O)c(C)n1C1CCCCC1
→ 1%, 1%, -34%
50	CCOC(=O)C1=C(N)Oc2cc(C)oc(=O)c2C12C(=O)N1c3c(cccc32)C(C)CC1(C)C (stereo not given)
→ -3%, nt, -1%
51	CCn1c(O)c(C=Nc2ccc(S(N)(=O)=O)cc2)c(=O)[nH]c1=S
→ -3%, 0%, 2%
52	O=C1CC(c2ccccc2)CN1 (stereo not given)
→ nt, -1%, 2%
53	CC(C)CCNC(=O)c1c(N)n(CC2CCCO2)c2nc3ccccc3nc12 (stereo not given)
→ -2%, -6%, 29µM*
54	O=C(O)C12C3CCCC1C32c1ccccc1 (stereo not given)
→ 0%, -4%, -2%
55	CC(C)(C)c1ccc(O)c(N=Cc2c(O)ccc3ccccc23)c1
→ nt, 1%, 16µM*
56	CC(C)C(OC(=O)c1ccco1)C(=O)NCc1ccco1 (stereo not given)
→ -1%, nt, ?
57	CC(NC(=O)Cc1cccc2ccccc12)C(=O)N1CCC(=O)CC1 (stereo not given)
→ 0%, -1%, -2%

Some of these compounds in order of count of non-hydrogen atoms, descending:
Values in the order: TDP1 inh, GCN5L2 inh, TDP1 cell noCPT
30	CCOc1ccc(CN(CCc2ccc3c(c2)OCO3)Cc2ccc(OC)c(Br)c2)cc1
→ nt, -11%, ?
42	COc1ccc(OCC(=O)N2CCN(Cc3c[nH]c4ccccc34)CC2)cc1
→ -2%, -2%, 3.7µM*
14	CC(=O)Nc1ccc(OCCF)cc1
→ 1%, 0%, 1%
18	CNC(=S)S
→ 13%, 4%, nt

Grouped by structure, those above with a carbonyl joined to an NH by a bond outside any ring (eleven)
Values in the order: TDP1 inh, GCN5L2 inh, TDP1 cell noCPT
13	O=C(CNC(=O)c1ccc(Cl)cc1)Nc1ccc(Br)cc1C(=O)c1ccccc1
→ 7%, -12%, ?
14	CC(=O)Nc1ccc(OCCF)cc1
→ 1%, 0%, 1%
16	N#Cc1ccc(NC(=O)CCNC(=O)c2ccco2)cc1Cl
→ 11%, -1%, -10%
27	COC(=O)C1=C(c2ccc(F)cc2OCc2ccccc2)C[C@@H]2CC[C@H]1N2C(=O)NC1CCCCC1
→ 0%, 1%, ?
29	CCOc1ccccc1NC(=O)c1sc2nc3c(cc2c1N)CN(Cc1ccccc1)CC3
→ 10%, 0%, 23µM*
31	Cc1cccc(C(=O)Nc2ccc(C(=O)OCc3cc(=O)n4nc(C5CC5)sc4n3)cc2)c1
→ 4%, 2%, ?
34	CC(C)C[C@H](NP(=O)(O)O[C@@H]1O[C@@H](C)[C@H](O)[C@@H](O)[C@H]1O)C(=O)N[C@@H](Cc1c[nH]c2ccccc12)C(=O)O
→ nt, 0%, -1%
35	COc1ccc2[nH]c3c(c2c1)CCN1C(=O)C(CC(=O)NCc2cccc(C(F)(F)F)c2)C[C@H](C(=O)N2CCCCC2)[C@@]31C (stereo not given in full)
→ 4%[56.1 µM], -4%, 8.2µM*
53	CC(C)CCNC(=O)c1c(N)n(CC2CCCO2)c2nc3ccccc3nc12 (stereo not given)
→ -2%, -6%, 29µM*
56	CC(C)C(OC(=O)c1ccco1)C(=O)NCc1ccco1 (stereo not given)
→ -1%, nt, ?
57	CC(NC(=O)Cc1cccc2ccccc12)C(=O)N1CCC(=O)CC1 (stereo not given)
→ 0%, -1%, -2%

From PubChem BioAssay
